p-CIP stab down = lowers stability of the mouse p/CIP coactivator protein; Q05BA5; F442A p/CIP-EGFP cells, EGFP fluorescence, 16 h; decrease of EGFP signal, % at 10 µM; actives 0.01% (n = 290,000); AID 1984;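 active = EGFP signal decrease of at least 30% at 10 µM or well 3 SD below plate mean, unless failing retest; inactive = the rest, including hits failing retest or dose response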; also: some compounds called inactive have numbers as strong as hits; many of its hits are not listed in these tables
Target sequence (Q05BA5 1-1403): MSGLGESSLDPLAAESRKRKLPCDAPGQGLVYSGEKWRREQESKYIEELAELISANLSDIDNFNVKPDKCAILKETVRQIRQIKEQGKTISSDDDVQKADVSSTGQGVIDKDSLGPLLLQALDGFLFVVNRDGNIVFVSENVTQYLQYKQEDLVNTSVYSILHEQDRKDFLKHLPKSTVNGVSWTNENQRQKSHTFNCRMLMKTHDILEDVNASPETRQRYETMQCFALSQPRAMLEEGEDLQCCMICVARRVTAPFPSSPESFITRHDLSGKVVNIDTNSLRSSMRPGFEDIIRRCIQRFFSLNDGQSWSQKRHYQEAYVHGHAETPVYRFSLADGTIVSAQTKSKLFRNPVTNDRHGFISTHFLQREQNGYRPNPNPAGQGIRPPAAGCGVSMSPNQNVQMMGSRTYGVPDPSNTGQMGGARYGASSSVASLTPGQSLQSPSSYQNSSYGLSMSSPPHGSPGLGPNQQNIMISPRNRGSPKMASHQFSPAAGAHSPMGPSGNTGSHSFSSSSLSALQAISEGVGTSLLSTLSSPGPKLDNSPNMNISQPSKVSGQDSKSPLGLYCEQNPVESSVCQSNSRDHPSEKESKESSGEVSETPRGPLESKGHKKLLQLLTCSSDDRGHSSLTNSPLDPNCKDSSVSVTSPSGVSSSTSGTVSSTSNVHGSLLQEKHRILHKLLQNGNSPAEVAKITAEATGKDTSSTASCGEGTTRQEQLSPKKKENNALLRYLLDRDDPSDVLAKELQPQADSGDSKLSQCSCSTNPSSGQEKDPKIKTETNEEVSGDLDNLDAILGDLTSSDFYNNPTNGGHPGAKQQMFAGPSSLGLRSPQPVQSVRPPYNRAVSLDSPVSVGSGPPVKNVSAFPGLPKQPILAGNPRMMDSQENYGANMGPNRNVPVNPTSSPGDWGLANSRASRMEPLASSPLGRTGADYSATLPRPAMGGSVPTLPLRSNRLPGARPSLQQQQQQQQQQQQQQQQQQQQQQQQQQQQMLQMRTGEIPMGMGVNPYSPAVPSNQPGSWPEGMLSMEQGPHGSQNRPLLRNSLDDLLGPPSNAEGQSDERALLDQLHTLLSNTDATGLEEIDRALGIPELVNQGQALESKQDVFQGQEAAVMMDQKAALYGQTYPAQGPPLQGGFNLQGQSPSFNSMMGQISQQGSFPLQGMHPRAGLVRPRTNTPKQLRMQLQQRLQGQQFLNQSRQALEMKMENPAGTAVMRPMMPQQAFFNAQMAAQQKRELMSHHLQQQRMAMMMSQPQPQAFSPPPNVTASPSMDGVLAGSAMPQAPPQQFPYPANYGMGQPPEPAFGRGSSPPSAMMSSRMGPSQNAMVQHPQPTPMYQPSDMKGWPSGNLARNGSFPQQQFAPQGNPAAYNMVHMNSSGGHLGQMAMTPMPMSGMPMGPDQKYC
UBC9 SUMO inh = blocks human SUMOylation mediated by UBC9; inhibition, % at 35 µM; P63279; actives 0.36% (n = 290,000); HTRF SUMOylation assay, SAE1/SAE2 + UBC9, in vitro; AID 2006; in the data active = inhibition above about 50%, passing the limit was not always enough; also: strong numbers were not always called active
IDE cell inh = inhibitors of human insulin-degrading enzyme in cells | P14735 | HEK cells, FAbetaB cleavage, fluorescence polarization | inhibition, % at 5.59 µM | actives 0.41% (n = 320,000) | AID 434962;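 active = percent inhibition above the average of all tested compounds plus 3 SD, set per screening campaign, cut at about 16% in these data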;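 also: IDE supplied by intact live HEK cells; FP after avidin binding of uncleaved biotin substrate so inhibition keeps polarization high; 0% = DMSO wells and 100% = 60 µM reference IDE inhibitor Ii1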
IDE act = activators of human insulin-degrading enzyme in cells. P14735. HEK cells, FAbeta-B cleavage, fluorescence polarization; 0% vehicle, 100% cell-free pure enzyme wells. activation, % at 5.96 µM. AID 493087. actives 0.073% (n = 340,000);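 active = activation above the mean of all tested compounds plus 3 SD, set per screening campaign, cut at about 17% in these data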
The depositor's hits bear a star; · = not tested or not shown. A portion of the library. The share of hits here may be higher or lower than overall.

SMILES,p-CIP stab down,UBC9 SUMO inh,IDE cell inh,IDE act
CN1C[C@H]2CON(C)[C@H]2C[C@H]1c1cccc(-c2ccc(C#N)cc2)c1,·,·,·,4
COCCn1c(SCC(=O)NC2CCCC2)nc2ccccc2c1=O,·,·,·,1
CN(C(=O)c1cccc(NC(=O)Cc2cccc(NC(=O)C3CCCN(C(=O)C4CCCC4)C3)c2)c1)C1CCC1 (stereo not given),·,·,·,-4
C[C@]12c3[nH]c4ccc(Cl)cc4c3CCN1C(=O)[C@@H](CC(=O)NCCC1=CCCCC1)C[C@@H]2C(=O)N1CCCCC1,·,·,·,4
CN(C)C(=O)CCc1ccc2c3c([nH]c2c1)[C@]1(CCC2CCCC2)[C@@H](C(=O)N2CCOCC2)C[C@H](CC(=O)NCc2cccc(C(F)(F)F)c2)C(=O)N1CC3,·,·,·,2
CCN1CCN(c2ccc(S(=O)(=O)N3CCOCC3)cc2NC(=O)C2CCC(C(C)(C)C)CC2)CC1 (stereo not given),·,·,·,6
O=C1C=CC(=O)C(CNc2ccc(C(=O)OCc3ccccc3)cc2)=C1,·,·,·,1
O=C(c1cc(C2CC2)nn1-c1ccccc1)N1CCN(c2ccccn2)CC1,·,·,·,4

Later entries.
SMILES,p-CIP stab down,UBC9 SUMO inh,IDE cell inh,IDE act
CCOC(=O)c1ccc(-c2ccc(-c3cc(=O)oc4cc(OC)c(OC)c(OC)c34)cc2)cc1,·,·,·,2
CC(C)(COC(=O)C(c1ccccc1)c1ccccc1)CN1CCOCC1,·,·,·,5
Cc1ccc(S(=O)(=O)N2CCCCC2)cc1NC(=O)c1cnccn1,·,·,·,6
CCCC(=O)NC1CCc2cc(OC)c(OC)c(OC)c2-c2ccc(OC)c(=O)cc21 (stereo not given),·,·,·,7
COc1ccc2oc(N)nc2c1,·,·,·,1
Cc1cccc(NC(=O)COC(=O)C(NC(=O)c2cccc(S(=O)(=O)N3CCOCC3)c2)C(C)C)c1 (stereo not given),·,·,·,2
CN(C)c1ccc(C=c2c3ccccc3n3c2c2c([n+]3C)CCCC2)cc1,·,·,·,5
CNc1ncnc(NC)c1[N+](=O)[O-],·,·,·,4

(continued)
SMILES,p-CIP stab down,UBC9 SUMO inh,IDE cell inh,IDE act
c1ccc(CN=C(NCc2ccccc2)NCc2ccccc2)cc1,·,·,·,7
CN(C)c1nc2c(N)ncnc2n1C1OC(CO)C(O)C1O (stereo not given),·,·,·,2
CN(C(=O)c1ccc(NC(=O)Cc2cccc(NC(=O)C3CCCN(C(=O)c4ccccc4)C3)c2)cc1)C1CC1 (stereo not given),·,·,·,-4
CC(C)N(C(=O)[C@H]1C[C@H](CC(=O)NCc2ccco2)C(=O)N2CCc3c([nH]c4ccc(Cl)cc34)[C@]12C)C(C)C,·,·,·,1
O=C(OCc1cc([N+](=O)[O-])cc2c1OCOC2)c1cccnc1SC(F)F,·,·,·,-1
CCN(C1CCS(=O)(=O)C1)S(=O)(=O)c1ccc(Cl)s1 (stereo not given),·,·,·,6
CC(=O)c1ccc(-c2ccc(-c3cc(=O)oc4c(C(C)C)ccc(C)c34)cc2)cc1,·,·,·,2
OC(COCc1ccccc1)COCc1ccccc1,·,·,·,4

(listing goes on)
SMILES,p-CIP stab down,UBC9 SUMO inh,IDE cell inh,IDE act
CN(C(=O)c1ccc(NC(=O)Cc2ccc(NC(=O)C3CCCN(S(=O)(=O)c4cccc([N+](=O)[O-])c4)C3)cc2)cc1)C1CCCC1 (stereo not given),·,·,·,6
O=C1C=CC(=O)N1CCCCCCCCCCN1C(=O)C=CC1=O,·,·,·,-18
N=C(N)SCc1ccc(Cl)c2ccccc12,·,·,·,6
S=C(c1cccs1)N1CCN(c2ccccc2)CC1,·,·,·,1
COc1ccc2[nH]cc(CCNC(=O)CC[C@H]3O[C@@H](n4cc(C)c(=O)[nH]c4=O)C[C@@H]3O)c2c1,·,·,·,3
O=C(O)c1ccc(NN=Cc2cc(=O)[nH]c(=O)[nH]2)cc1,·,·,·,6
Cc1noc(NS(=O)(=O)c2ccc(NC(=O)c3cccc(S(=O)(=O)N(C)c4ccccc4)c3)cc2)c1C,·,·,·,6
Cc1cc(C)cc(OCC(=O)N(C)CC(=O)Nc2ccc(N3CCOCC3)cc2)c1,·,·,·,-3

The list goes on:
SMILES,p-CIP stab down,UBC9 SUMO inh,IDE cell inh,IDE act
O=C(c1ccc[nH]1)N1O[C@@H]2C=C[C@H]1C2,·,·,·,0
COc1ccc2sc(-c3ccccc3OC)c(-c3ccc(OCCN(C)C)cc3)c2c1,·,·,·,8
CCN(C(=O)COC(=O)c1c(C)nn(-c2ccccc2)c1Cl)c1c(N)n(Cc2ccccc2)c(=O)[nH]c1=O,·,·,·,3
CN1C[C@@H]2[C@@H]3C(=O)N(C)C(=O)[C@@H]3[C@](C)(C1=O)N2C(=O)c1ccc(Br)cc1,·,·,·,7
Cc1ccc(C(C)C)c2c1C(c1ccc3c(c1)OCO3)CC(=O)O2 (stereo not given),·,·,·,6
Cc1ccc2[nH]c(O)c(N=Nc3ccccc3[N+](=O)[O-])c2c1,·,·,·,3
C=CCn1c(=O)/c(=C/c2ccc(Cl)cc2)s/c1=C(\C#N)c1nnc2n1CCCCC2,·,·,·,-4
CN(Cc1ccccc1)C(=O)c1ccc(NC(=O)Cc2ccc(NC(=O)C3CCCN(C(=O)C4CC4)C3)cc2)cc1 (stereo not given),·,·,·,3

Additional structures follow.
SMILES,p-CIP stab down,UBC9 SUMO inh,IDE cell inh,IDE act
O=C(Cc1ccc(NC(=O)C2CCN(C(=O)C3CCCCC3)CC2)cc1)Nc1ccc(C(=O)N2CCOCC2)cc1,·,·,·,0
CC(C)[Si]1(C(C)C)OCC2OC(n3cnc4c(N)ncnc43)C(N)C2O[Si](C(C)C)(C(C)C)O1 (stereo not given),·,·,·,6
Cc1ccc(-c2cccc([C@H]3[C@@H]4C=CC[C@@H](C)[C@@H]4C(=O)N3Cc3ccccc3)c2)cc1,·,·,·,2
C=CCn1cnc2c(c1=O)c1nc3ccccc3nc1n2/N=C/c1ccccn1,-6,25,·,8
COC(C[C@@H]1O[C@@H]1[C@@H](O)COCc1ccccc1)OC,-2,21,·,6
COc1ccc(N2CCN(C(=O)CSc3ncnc4c3cnn4-c3ccc(OC)cc3)CC2)cc1,4,12,·,-2
Cc1cccn2c(=O)c3cc(C#N)c(=O)n(Cc4cccnc4)c3nc12,-9,14,·,5
O=c1oc2c(CN3CCCCC3)c(O)ccc2cc1-c1nc2ccccc2[nH]1,-99,18,·,-25

The final 2 compounds of the section before open the next one:
SMILES,p-CIP stab down,UBC9 SUMO inh,IDE cell inh,IDE act
Cc1cccn2c(=O)c3cc(C#N)c(=O)n(Cc4cccnc4)c3nc12,-9,14,·,5
O=c1oc2c(CN3CCCCC3)c(O)ccc2cc1-c1nc2ccccc2[nH]1,-99,18,·,-25
O=C1CCCN1CC(CN1CCOCC1)Sc1nc2ccccc2c(=O)n1-c1ccccc1 (stereo not given),-6,24,·,-7
COC(C[C@@H]1O[C@H]1[C@@H](O)COCc1ccccc1)OC,-12,1,·,2
COC(C[C@H](O)CC(=O)[C@H](C)OCc1ccccc1)OC,-8,26,·,4
C=CC(=O)N1C/C=C\C(c2ccc(OC)cc2)N(Cc2ccc(F)cc2)C(=O)C1 (stereo not given),7,-14,·,3
C#CCOCCOCCOCCNc1nc(N2CCN(C(=O)[C@H](Cc3cc4ccccc4[nH]3)n3cc([C@@H](N)Cc4ccc(O)cc4)nn3)CC2)nc(N2CCN(C(=O)[C@H](Cc3cc4ccccc4[nH]3)n3cc([C@@H](N)CC(C)C)nn3)CC2)n1,-2,-44,·,0
COc1cc(O)c(C(CC(=O)N2CCCCC2)c2ccc(N(C)C)cc2)c(OC)c1 (stereo not given),-10,10,·,1
Cc1ccc2nc(NC3=NCN(Cc4cccnc4)CN3)nc(C)c2c1,0,0,·,2
COC(C[C@@H]1O[C@@H]1[C@@H](O)[C@H](C)OCc1ccccc1)OC,-3,24,·,1

Three entries from above, arranged by their value in IDE act, ascending.
SMILES,p-CIP stab down,UBC9 SUMO inh,IDE cell inh,IDE act
Cc1cc(C)cc(OCC(=O)N(C)CC(=O)Nc2ccc(N3CCOCC3)cc2)c1,·,·,·,-3
OC(COCc1ccccc1)COCc1ccccc1,·,·,·,4
CCCC(=O)NC1CCc2cc(OC)c(OC)c(OC)c2-c2ccc(OC)c(=O)cc21 (stereo not given),·,·,·,7

Next part
SMILES,p-CIP stab down,UBC9 SUMO inh,IDE cell inh,IDE act
COC(C[C@@H]1O[C@H]1[C@@H](O)[C@@H](C)OCc1ccccc1)OC,-8,20,·,5
CCOC(=O)c1cnc2ccc(Br)cc2c1NCC(C)O (stereo not given),-5,25,·,0
C[C@@H]1CC=C[C@H]2[C@H]1C(=O)N(Cc1ccccc1)[C@H]2c1ccc2ccccc2c1Br,-13,3,·,-1
COC(C[C@H]1O[C@H]1[C@H](O)[C@H](C)OCc1ccccc1)OC,-11,7,·,-2
COC(C[C@H](O)C[C@@H](O)[C@H](C)OCc1ccccc1)OC,-3,15,·,3
COc1cc(C(=O)OCC(=O)NC2CC2)cc(OC)c1OC,·,·,4,2
CCc1ccc(/C(C)=N/NC(=O)CNC(=O)/C=C/c2ccco2)cc1,·,·,5,-1
CCc1ccc(OCC(=O)NNC(=O)C2CCN(c3ncnc4sc(C)c(C)c34)CC2)cc1,·,·,16,-14

For reference, some entries already given.
SMILES,p-CIP stab down,UBC9 SUMO inh,IDE cell inh,IDE act
CCc1ccc(/C(C)=N/NC(=O)CNC(=O)/C=C/c2ccco2)cc1,·,·,5,-1
CCc1ccc(OCC(=O)NNC(=O)C2CCN(c3ncnc4sc(C)c(C)c34)CC2)cc1,·,·,16,-14

(next part)
SMILES,p-CIP stab down,UBC9 SUMO inh,IDE cell inh,IDE act
CC(=O)Oc1ccccc1C(=O)O,·,·,5,3
O=C(COC(=O)COc1ccc(Cl)cc1Cl)NC1CCS(=O)(=O)C1 (stereo not given),·,·,4,0
O=C(c1ccco1)N1N=C(c2ccco2)CC1c1ccc(Cl)cc1Cl (stereo not given),·,·,-1,-2
O=C(NCC(c1ccco1)N1CCOCC1)c1ccccc1 (stereo not given),·,·,-3,2
Cc1ccc(Oc2ccc(NS(=O)(=O)c3cccc(C(=O)O)c3)cc2)cc1,·,·,0,1
CN(CC(=O)Nc1ccc(OC(F)(F)F)cc1)C(=O)C1CCC1,·,·,-2,6
CC1CN(C(=O)c2cc(Br)c(Br)s2)CC(C)O1 (stereo not given),·,·,0,0
CC(C)n1nc(C(=O)NNC(=O)c2ccncc2)c2ccccc2c1=O,·,·,1,1

Next part:
SMILES,p-CIP stab down,UBC9 SUMO inh,IDE cell inh,IDE act
CCc1noc(C)c1C(=O)NNC(=O)c1cc(OC)c(OC)c(OC)c1,·,·,-1,0
O=S1(=O)CCS(=O)(=O)C1c1ccccc1,·,·,2,10
CC1CCC(CN2CCN=C2N(C)C)CC1 (stereo not given),·,·,-2,4
CS(=O)(=O)N1CCC2(CC1)OCCN2S(=O)(=O)c1ccccc1,·,·,1,6
Cn1ccnc1SCC(=O)Nc1cccc(C#N)c1,·,·,-1,2
CC(=O)Nc1ccc(N)cc1,·,·,2,0
COc1cc2nc(CN3CCN(S(=O)(=O)c4cc(C)ccc4C)CC3)[nH]c(=O)c2cc1OC,·,·,-2,-3
O=C(Nc1ccccc1N1CCCCC1)C1CC(=O)N(c2ccccc2F)C1 (stereo not given),·,·,-4,5

Exported field by field: entries from further up.
N=C(N)SCc1ccc(Cl)c2ccccc12
  p-CIP stab down = ·
  UBC9 SUMO inh = ·
  IDE cell inh = ·
  IDE act = 6

S=C(c1cccs1)N1CCN(c2ccccc2)CC1
  p-CIP stab down = ·
  UBC9 SUMO inh = ·
  IDE cell inh = ·
  IDE act = 1

COc1ccc2[nH]cc(CCNC(=O)CC[C@H]3O[C@@H](n4cc(C)c(=O)[nH]c4=O)C[C@@H]3O)c2c1
  p-CIP stab down = ·
  UBC9 SUMO inh = ·
  IDE cell inh = ·
  IDE act = 3

O=C(O)c1ccc(NN=Cc2cc(=O)[nH]c(=O)[nH]2)cc1
  p-CIP stab down = ·
  UBC9 SUMO inh = ·
  IDE cell inh = ·
  IDE act = 6

The list goes on.
SMILES,p-CIP stab down,UBC9 SUMO inh,IDE cell inh,IDE act
COc1ccc(NC(=O)CN2CCN(S(=O)(=O)c3cccs3)CC2)cc1Cl,·,·,-1,-3
COc1ccc(CCN(C)C(=O)CN2C(=O)NC3(CCCCCC3)C2=O)cc1OC,·,·,3,2
O=C(COC(=O)c1nn(-c2ccccc2C(F)(F)F)cc1O)c1ccc(OC(F)F)cc1,·,·,-7,3
COc1ccc(NC(=O)CN2C(=O)NC(C)(c3ccc4c(c3)OCO4)C2=O)cc1S(N)(=O)=O (stereo not given),·,·,1,3
